Screening data deposited in PubChem by National Center for Advancing Translational Sciences (NCATS).
TexasRed autofl = qHTS Assay for Spectroscopic Profiling in Texas Red Spectral Region | Compound fluorescence, Texas Red channel, 547/618 nm; hits give high values | max dye-equivalent concentration, M | 0.06% of 59,000 active; in the data active means max dye-equivalent concentration above about 10 nM; inconclusive means between about 1.1 nM and that limit
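Fluorescence at ex 547/em 618 nm, normalized against an on-plate Texas Red standard series to give dye-equivalent concentration per compound concentration. Buffer 100 mM Tris, pH 8.0; 15 min RT incubation before CCD imaging.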
Caspase-7 inhib = qHTS Assay for Allosteric/Competitive Inhibitors of Caspase-7. recombinant caspase-7, Ac-DEVD-AFC fluorescence rate. AID 889, 2007. Potency, µM (top dose mostly 57.5 µM), for inactives: at the top dose activity change, negative = inhibition, usual class: inhibitors. 0.02% of 75,000 active; active means well fitted inhibition curve with a large enough effect in the main read-out, with a control signal flat, not every such curve was filed as active; inconclusive means small, poorly fitted or top-dose-only effect, or a change in a side signal; further: potency means the concentration at half of the fitted maximal effect; % of control where 0% means no effect
Target sequence (P55210 24-198 limits assumed): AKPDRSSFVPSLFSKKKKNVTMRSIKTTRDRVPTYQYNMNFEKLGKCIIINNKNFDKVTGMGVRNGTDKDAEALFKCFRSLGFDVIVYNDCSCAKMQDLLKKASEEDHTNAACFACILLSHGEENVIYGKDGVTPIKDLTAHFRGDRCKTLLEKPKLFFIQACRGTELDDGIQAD
Target sequence (P55210 207-303 limits assumed): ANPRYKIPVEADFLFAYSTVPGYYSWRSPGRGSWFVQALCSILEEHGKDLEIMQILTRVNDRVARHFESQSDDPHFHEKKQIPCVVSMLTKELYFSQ
Caspase-1 inhib = qHTS Assay for Allosteric/Competitive Inhibitors of Caspase-1. P29466. Caspase-1 enzyme, Ac-WEHD-AFC fluorogenic rate. Potency, µM (titrated, usually from 57.5 µM), without a hit: at the top dose activity change, negative = inhibition, actives largely listed as inhibitors. 0.03% of 75,000 active. AID 900, 2007;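 further: potency means the concentration at half of the fitted maximal effect; plate controls were vehicle for no effect and no substrate for full effect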
HEK293 cAMP cs = qHTS Assay for Agonists of the Thyroid Stimulating Hormone Receptor: Activators of Intracellular cAMP Concentrations in Parental HEK 293; parental HEK293 CNG cAMP sensor, membrane potential fluorescence; Potency, µM (series often up to 57.1 µM), for the others: at the highest dose activation, usual class: activators; 2.5% of 73,000 active; AID 938, 2007; further: potency means the concentration at half of the fitted maximal effect; % of control where 0% means no effect; nearly all actives have a fitted effect of over 55% in size
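Parental HEK 293 cells stably expressing a modified CNG channel (no TSHR) report cAMP rise as membrane depolarization. Membrane potential dye with 100 uM RO 20-1724 was loaded for 60 min at room temperature, then compound added for 30 min; fluorescence read at 590 nm.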
FLuc inh = qHTS Assay for Inhibitors of Firefly Luciferase. Luciferin 4-monooxygenase (Photinus pyralis), P08659. purified firefly luciferase, luminescence, 8 min. Potency, µM (titrated, usually from 57.1 µM), for the others: at the top dose activity change, negative = inhibition, actives largely listed as inhibitors. 2.2% of 72,000 active; further: potency means the concentration at half of the fitted maximal effect; on the % scale 0 is the no-effect control and ±100 the full control effect; nearly all actives have a fitted effect of over 40% in size
Target sequence (P08659 whole entry, looked up): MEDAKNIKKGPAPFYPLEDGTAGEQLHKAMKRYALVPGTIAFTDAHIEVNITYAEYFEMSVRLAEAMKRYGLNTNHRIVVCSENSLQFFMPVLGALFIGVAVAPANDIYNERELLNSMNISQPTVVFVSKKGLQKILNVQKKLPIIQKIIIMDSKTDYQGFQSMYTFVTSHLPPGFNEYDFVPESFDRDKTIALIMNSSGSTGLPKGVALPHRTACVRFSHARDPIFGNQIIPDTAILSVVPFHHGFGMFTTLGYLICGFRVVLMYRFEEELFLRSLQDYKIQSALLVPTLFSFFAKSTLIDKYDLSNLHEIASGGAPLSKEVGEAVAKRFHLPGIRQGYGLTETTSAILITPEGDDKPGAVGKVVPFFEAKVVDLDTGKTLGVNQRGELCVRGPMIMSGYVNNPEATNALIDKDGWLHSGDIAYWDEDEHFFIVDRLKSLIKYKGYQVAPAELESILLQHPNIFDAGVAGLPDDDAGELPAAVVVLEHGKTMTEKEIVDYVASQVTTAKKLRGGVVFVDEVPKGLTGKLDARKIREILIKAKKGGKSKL
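Firefly luciferase (PKLight detection mix) with 10 uM ATP in pH 7.2 imidazole buffer (KCl, MgCl2, Tween 20, BSA). Compounds tested across a concentration series (qHTS). Luminescence read after 8 min at ambient temperature.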
4MU fluor = qHTS Assay for Spectroscopic Profiling in 4-MU Spectral Region | compound autofluorescence, 340/450 nm, 4-MU equivalents; hits give high values | max dye-equivalent concentration, M | 11% of 59,000 active | AID 589, 2007; in the data active means max dye-equivalent concentration above about 10 nM; inconclusive means mostly about 1.1 nM to 9.6 nM
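Compounds in 100 mM Tris, pH 8.0, sat 15 min at room temperature before fluorescence was read at 340 nm excitation/450 nm emission; a per-plate six-point 4-MU standard curve converted signals to dye-equivalent concentration at each compound concentration.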
Rhodamine autofl = qHTS Assay for Spectroscopic Profiling in Rhodamine Spectral Region. Rhodamine-region fluorescence, 547/598 nm, Tris buffer; hits give high values. max dye-equivalent concentration, M. 0.05% of 59,000 active. AID 594, 2007; in the data active means max dye-equivalent concentration above about 11 nM; inconclusive means between about 1.1 nM and that limit
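Compounds in 100 mM Tris buffer, pH 8.0, were incubated 15 min at room temperature, then read at 547 nm excitation and 598 nm emission. Fluorescence was normalized against a per-plate six-point rhodamine standard curve as dye-equivalent concentration.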
A350 autofl = qHTS Assay for Spectroscopic Profiling in A350 Spectral Region; Compound autofluorescence, 340/450 nm, Alexa 350 dye-equivalents; hits give high values; max dye-equivalent concentration, M; 11% of 59,000 active; AID 590, 2007; in the data active means max dye-equivalent concentration above about 10 nM; inconclusive means mostly about 1.1 nM to 9.6 nM
ERK AVP block = qHTS Assay for Inhibitors of the ERK Signaling Pathway using a Homogeneous Screening Assay; HEK293-V1b, vasopressin-stimulated pERK AlphaScreen; Potency, µM (doses to about 57.5 µM), for inactives: at the top dose activity, negative = inhibition, most hits filed as inhibitors; 0.99% of 72,000 active; AID 995, 2007; further: potency means the concentration at half of the fitted maximal effect; on the % scale 0 is the no-effect control and ±100 the full control effect; nearly all actives have a fitted effect of over 55% in size
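V1b-HEK293 cells; cpd 30 min 37C; 25 nM vasopressin 5 min; lyse 10 min; AlphaScreen beads 5 hr RT. Normalized to DMSO basal and 25 nM vasopressin; AC50 by Hill fit.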
Fluorescein fluor = qHTS Assay for Spectroscopic Profiling in Fluorescein Spectral Region | Compound autofluorescence, 480/540 nm, fluorescein-equivalent; hits give high values | max fluorescein-equivalent concentration, M | 0.91% of 59,000 active | AID 593, 2007; in the data active means max fluorescein-equivalent concentration above about 10 nM; inconclusive means between about 1.1 nM and that limit
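Fluorescein stocks ranging 3 mM down to 300 nM, plus DMSO blanks, were pinned alongside compounds to build a per-plate standard curve. Buffer: 100 mM Tris, pH 8.0. Incubation 15 min, room temperature; filters 480/540 nm.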
Tau fil binding = qHTS Assay for Tau Filament Binding. Microtubule-associated protein tau (Homo sapiens), P10636. recombinant tau filaments, thioflavin S fluorescence, 15 h; filaments grown with octadecylsulfate alongside compound. Potency, µM (highest dose often 57.1 µM), for the others: at the top dose activity change, negative = inhibition. 2% of 71,000 active. AID 596, 2007;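 further: potency means the concentration at half of the fitted maximal effect; on the % scale 0 is the no-effect control and ±100 the full control effect; actives lower thioflavin S fluorescence by blocking filaments or displacing dye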
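Read-out: ThS fluorescence, 450 nm excitation/510 nm emission; lower signal marks blocked filament formation or displaced dye. Tau at 1 uM with 30 uM ODS, 10 uM ThS, 5 mM DTT, 100 mM NaCl, 10 mM HEPES pH 7.4; 15 h, 37 C.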
* = called active by the depositor; i = inactive; ? = inconclusive; · = no result given; [ ] = another dose, or the depositor's remark. Unless noted, the call rests on the fitted dose curve; in most records, active means well fitted curve in the direction sought with a large enough effect; inconclusive means small, poorly fitted or top-dose-only effect, or another doubt; inactive means no such curve, though single readings can be large; an effect the other way counts as inactive or inconclusive.

SMILES	TexasRed autofl	Caspase-7 inhib	Caspase-1 inhib	HEK293 cAMP cs	FLuc inh	4MU fluor	Rhodamine autofl	A350 autofl	ERK AVP block	Fluorescein fluor	Tau fil binding
COCCn1c(C)cc(C(=O)COC(=O)c2ccc(-n3nc(C)cc3C)cc2)c1C	?	0%	1%	24%	-5%	i	i	i	-5%	i	-10%
COC(=O)[C@@]1(Cc2ccc(OC)cc2)[C@H]2c3cc(C(=O)N(C)C)n(CCc4ccccn4)c3C[C@H]2CN1C(=O)c1ccccc1	·	-2%	-6%	11%	·	·	·	·	-6%	·	5%
Cc1ccc(C2c3c(oc4ccc(Cl)cc4c3=O)C(=O)N2CCCN2CCOCC2)o1 (stereo not given)	·	-5%	-6%	2%	2%	·	·	·	·	·	?
CCC1CCCCN1CCNS(=O)(=O)c1ccc2c(c1)CCN2C(C)=O (stereo not given)	i	-1%	0%	9%	-1%	i	i	i	23%	?	-5%
COc1ccc(Nc2ncnc3c2cnn3Cc2ccccc2)cc1	i	1%	-1%	15%	-7%	i	i	?	13%	?	?
N/C(=N\O)c1ccc(NC(=O)c2cccs2)cc1	i	-1%	-1%	-2%	-27%	i	i	i	-3%	i	5%
O=C(c1ccco1)N1CCN(c2nc3ccccc3n3nnnc23)CC1	?	-20%	-11%	15%	-3%	?	i	?	?	1e-08M*	89%
Nc1nc2n(n1)C(c1cccs1)CC(c1ccc(F)cc1)N2 (stereo not given)	i	·	·	·	-3%[25.5 µM]	?	i	?	·	i	·
COC(=O)COc1ccc(S(=O)(=O)NCc2ccco2)cc1	i	0%	2%	0%	3%	i	i	i	-1%	i	-1%
Cc1cc(C)c2[nH]c(=O)c(C(c3nnnn3C3CCCC3)N3CCOCC3)cc2c1 (stereo not given)	i	2%	-3%	18%	3%	5e-08M*	i	4.3e-08M*	-9%	i	7%
NS(=O)(=O)c1ccc(CCNC(=O)CCC2COc3ccccc3O2)cc1 (stereo not given)	?	-1%	2%	?	-2%	i	i	i	-6%	?	5%
CCOC(=O)N1CCN(C(=O)CN(C2CCCCC2)S(=O)(=O)c2ccc(C)cc2)CC1	·	-1%	-2%	10%	1%	·	·	·	36%[activator]	·	-11%
CS(=O)(=O)N(CC(=O)Nc1ccccc1C(=O)N1CCOCC1)c1ccc2c(c1)OCO2	i	1%	-1%	3%	0%	i	i	i	-12%	i	-2%
COc1ccc(OCCCC(=O)Nc2nncs2)cc1	i	0%	-1%	4%	7%	i	i	i	-23%	i	-6%
C#CCNc1nc(C(C)C)nc2c1nnn2Cc1ccccc1F	i	1%	-3%	24%	0%	i	i	i	-29%	?	-8%
O=C1C[C@H](c2ccccc2)[C@@H](c2ccc(Br)cc2)O1	·	0%[11.5 µM]	0%[11.5 µM]	10%[11.4 µM]	1%[11.4 µM]	·	·	·	13%[11.5 µM]	·	·
Cc1cc(C(=O)CSc2nnc(C3COc4ccccc4O3)n2C)c(C)n1-c1ccc(F)cc1 (stereo not given)	i	-2%	-1%	10µM*	-3%	i	i	i	25%	?	12%
COC(=O)c1ccc2c(=O)n(CC3CCCO3)c(SCC(=O)Nc3ccccc3OC)nc2c1 (stereo not given)	i	-3%	-3%	?	-30%	i	i	i	-16%	i	10%
Nc1ccc2nc3n(c(=O)c2c1)CCC3	·	-3%	-3%	3%	-3%	·	·	·	-15%	·	?
COC(=O)c1ccccc1NC(=O)CN(C)S(=O)(=O)c1ccc(OC)c(C)c1	i	-2%	-1%	?	3%	i	i	i	-15%	i	3%

Reformatted in markdown: entries from further up
| Molecule | TexasRed autofl | Caspase-7 inhib | Caspase-1 inhib | HEK293 cAMP cs | FLuc inh | 4MU fluor | Rhodamine autofl | A350 autofl | ERK AVP block | Fluorescein fluor | Tau fil binding |
| --- | --- | --- | --- | --- | --- | --- | --- | --- | --- | --- | --- |
| COC(=O)[C@@]1(Cc2ccc(OC)cc2)[C@H]2c3cc(C(=O)N(C)C)n(CCc4ccccn4)c3C[C@H]2CN1C(=O)c1ccccc1 | · | -2% | -6% | 11% | · | · | · | · | -6% | · | 5% |
| Nc1ccc2nc3n(c(=O)c2c1)CCC3 | · | -3% | -3% | 3% | -3% | · | · | · | -15% | · | ? |
| COC(=O)COc1ccc(S(=O)(=O)NCc2ccco2)cc1 | i | 0% | 2% | 0% | 3% | i | i | i | -1% | i | -1% |

(next part)
SMILES	TexasRed autofl	Caspase-7 inhib	Caspase-1 inhib	HEK293 cAMP cs	FLuc inh	4MU fluor	Rhodamine autofl	A350 autofl	ERK AVP block	Fluorescein fluor	Tau fil binding
Cc1ccc(S(=O)(=O)Nc2cc(C(=O)N3CCOCC3)ccc2N2CCCCC2)cc1	i	-1%	-1%	26%	0%	i	i	i	-7%	i	-7%
COc1nc(N(C)C)nc(-n2nnc(C(C)=O)c2C)n1	i	1%	0%	?	2%	i	i	i	-4%	?	19%
COc1ccc(NC(=O)C2CCN(Cc3cnn(-c4ccccc4)c3-n3cccc3)CC2)cc1OC	?	0%	-5%	-4%	-4%	i	i	i	20%	i	2%
COc1ccc2[nH]cc(CCNc3cc(-c4ccoc4)ncn3)c2c1	i	-1%	1%	-28%	-1%[2.29 µM]	i	i	i	-9%	i	-17%
O=C(CN1C(=O)COc2ccccc21)N(CCCN1CCOCC1)CC1CC=CCC1 (stereo not given)	i	1%	-2%	24%	1%	?	i	?	-5%	i	-6%
c1ccc2[nH]c(N3CCOCC3)nc2c1	i	0%	-1%	-6%	2%	i	i	i	5%	i	-8%
O=C(CSc1nn(-c2ccc(F)cc2)c(=S)s1)NC(=O)NCc1ccco1	?	-6%	1%	17%	0%	i	i	i	14%	i	8%
Cc1cc(O)ccc1Nc1nc(-c2sc(N)nc2C)cs1	i	0%	-1%	7%	-1%	i	i	i	-6%	?	-13%
CN(C(=O)c1cc2sccc2n1C)C1CCCCC1	?	-3%	-1%	?	-12%	i	i	i	-19%	?	7%
COCCN1C(=O)C(=O)/C(=C(/O)c2ccc(OCC(C)C)cc2)C1c1cccnc1 (stereo not given)	i	0%	-3%	29%	2%	i	i	?	-10%	i	14%
CN(CC(=O)O)S(=O)(=O)c1cc(Cl)ccc1Cl	i	-4%	-1%	2%	2%	i	i	i	-7%	?	-1%
Cc1nn(-c2ccccc2)c2sc(C(=O)n3cccn3)cc12	·	0%	0%	9%	-4%	·	·	·	-11%	·	38%
COc1ccc(-c2nnc(SCC(=O)N3CCOCC3)o2)cc1	i	0%	3%	-8%	-18%	i	i	i	-25%	?	8%
CCOC(=O)c1oc2ccc(S(=O)(=O)n3nc(-c4ccc(OC)cc4)cc3N)cc2c1C	·	-1%	-3%	9%	2%	·	·	·	-15%	·	127%
CC(C)n1c(SCC(N)=O)nc2c1c(=O)[nH]c(=O)n2C	i	1%	-2%	-6%	0%	i	i	i	-22%	i	5%
O=C(NCc1cccc(F)c1)c1noc2c1CCCC2	·	-1%	2%	10%	0%	·	·	·	5%	·	-7%
FC(F)(F)c1cc(-c2ccco2)nc(NCc2cccnc2)n1	i	-8%	-3%	25µM*	-2%	9.4e-08M*	i	8.9e-08M*	?	?	20µM*
CCN(CC)C(=O)CP(=O)(c1ccccc1)c1ccccc1	·	1%	-1%	6%	4%	·	·	·	8%	·	8%
CC(=O)NCCNc1nc(-c2ccccc2CN(C)C)nc2ccccc12	i	0%	2%	2%	1%[2.29 µM]	1e-08M*	i	1.3e-08M*	1%	?	0%
Clc1ccc(SCc2cn3ccsc3n2)cc1	i	·	·	·	-19%[25.5 µM]	i	i	i	·	?	·
CC(C)[C@H](O)C1=CCCCC1=O	·	0%[11.5 µM]	7%[11.5 µM]	-3%[11.4 µM]	1%[11.4 µM]	·	·	·	-5%[11.5 µM]	·	·
Cc1ccc2[nH]c3c(c2c1)CN(C(=O)CN1CCN(c2ccccc2F)CC1)CC3	?	-27%	?	-13%	4%	i	i	i	-6%	i	159%
COCCSc1nnc(-c2cccc(C#N)c2)n1C	i	0%	-2%	4%	2%	i	i	i	-19%	i	0%
C/C(N)=C(\C#N)C(=O)NCc1ccccn1	?	-2%	0%	-2%	0%	i	i	i	15%	?	-13%
CC(C)C(c1nnnn1Cc1ccc(F)cc1)N1CCN(C(=O)c2ccco2)CC1 (stereo not given)	i	-1%	-6%	29%	1%	i	i	?	3%	?	39%
O=C(O)/C(=C1/OC(=O)c2ccccc21)c1ccccc1	?	2%	-1%	8%	-4%	i	i	?	-11%	i	6%
CCOC(=O)C1CCCCN1Cc1cc(Cl)ccc1O (stereo not given)	·	-2%	-3%	?	1%	·	·	·	30%[activator]	·	8%
O=C(O)CSc1ccccn1	i	-1%	0%	2%	0%	i	i	i	-21%	i	1%
COC(=O)[C@@H](NC(=O)N(C1CCCCC1)C1CCCCC1)C(C)C	?	0%	-2%	?	0%	i	i	i	10%	?	-18%

These rows are one share of the data. The share of hits here may be higher or lower than overall.
